Screening results: PubChem BioAssay, National Center for Advancing Translational Sciences (NCATS)
A549 tox – Nrf2 qHTS screen for inhibitors: counterscreen for cytotoxicity | A549 ARE-Fluc cells, CellTiter-Fluor viability, 18-24 h | Potency, µM (series often up to 46 µM), inactives show at the highest dose activity change, negative = cytotoxicity, hits mostly inhibitors | actives 0.16% (n = 390,000) | AID 504648, 2011; further: potency means the concentration at half of the fitted maximal effect; on the % scale 0 is the no-effect control and ±100 the full control effect
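Cytotoxicity counterscreen: CellTiter-Fluor fluorescence was measured in A549 ARE_Fluc cells after 18-24 h of compound exposure in a concentration series. The subsequent BugLite luminescent read reports ARE-luciferase activity.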
EPAC2 agonist – qHTS for Agonist of cAMP-regulated guanine nucleotide exchange factor 4 (EPAC2): primary screen; actives 0.079% (n = 360,000); EPAC2 activation, biochemical qHTS; response scale: 100% = 6.5 mM cAMP response; Rap guanine nucleotide exchange factor 4 (Homo sapiens), Q8WZA2; Potency, µM (titrated, usually from 154 µM), for the others: at the top dose activation, hits mostly activators; further: potency means the concentration at half of the fitted maximal effect; nearly all actives have a fitted effect of over 50% in size
Target sequence (Q8WZA2 whole entry, looked up): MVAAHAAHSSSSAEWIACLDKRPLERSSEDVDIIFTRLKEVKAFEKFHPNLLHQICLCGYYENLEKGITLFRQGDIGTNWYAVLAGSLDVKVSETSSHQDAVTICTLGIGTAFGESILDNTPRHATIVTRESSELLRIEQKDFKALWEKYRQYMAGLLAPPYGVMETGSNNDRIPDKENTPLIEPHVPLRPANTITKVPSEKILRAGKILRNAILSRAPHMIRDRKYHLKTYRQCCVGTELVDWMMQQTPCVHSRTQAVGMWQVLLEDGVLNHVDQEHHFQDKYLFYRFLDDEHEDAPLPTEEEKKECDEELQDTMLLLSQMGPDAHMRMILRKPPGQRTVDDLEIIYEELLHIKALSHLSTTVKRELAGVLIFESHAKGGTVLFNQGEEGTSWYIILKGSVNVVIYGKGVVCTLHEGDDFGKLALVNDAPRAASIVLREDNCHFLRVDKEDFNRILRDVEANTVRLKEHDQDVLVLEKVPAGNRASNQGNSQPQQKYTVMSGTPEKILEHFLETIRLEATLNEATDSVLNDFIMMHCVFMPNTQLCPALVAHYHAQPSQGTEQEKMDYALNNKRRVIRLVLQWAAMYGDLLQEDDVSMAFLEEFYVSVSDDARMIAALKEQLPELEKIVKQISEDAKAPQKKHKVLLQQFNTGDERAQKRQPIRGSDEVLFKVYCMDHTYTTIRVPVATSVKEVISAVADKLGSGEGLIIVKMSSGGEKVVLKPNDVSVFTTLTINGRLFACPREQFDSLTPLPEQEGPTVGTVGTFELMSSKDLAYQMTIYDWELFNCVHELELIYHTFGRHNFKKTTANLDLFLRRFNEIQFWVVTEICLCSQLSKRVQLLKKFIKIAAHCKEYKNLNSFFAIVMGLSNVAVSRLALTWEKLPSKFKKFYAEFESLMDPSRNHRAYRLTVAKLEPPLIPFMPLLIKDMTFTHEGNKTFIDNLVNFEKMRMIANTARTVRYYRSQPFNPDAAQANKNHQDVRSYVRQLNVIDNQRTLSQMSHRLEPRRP
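EPAC2 (100 nM) mixed with Rap1B loaded with BODIPY-GDP (250 nM) plus 50 uM unlabeled GDP; compounds pinned in, 5 min RT, then read every 5 min for 30 min (ex 480, em 540 nm). Normalized to cAMP control.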
Mm-Cpn inhibitor – Inhibitors of TCP-1 ring complex (TRiC) of Methanococcus maripaludis (MmCpn): qHTS. Chaperonin Mm-Cpn (Methanococcus maripaludis). actives 0.031% (n = 330,000). AID 504842, 2011. purified Mm-Cpn ATPase, ADP Transcreener TR-FRET. Potency, µM (titrated, usually from 76.9 µM), for the others: top-dose activity, negative = inhibition, usual class: inhibitors; further: potency means the concentration at half of the fitted maximal effect; on the % scale 0 is the no-effect control and ±100 the full control effect; nearly all actives have a fitted effect of over 80% in size
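Measured: ADP formation by purified Mm-CPN. Conditions: 25 nM protein, 10 uM ATP, Tris pH 7.4 with Mg2+, K+ and DTT, 37°C for 30 min. Detection: Transcreener HTRF after 30 min at room temperature.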
Akt phos inh – HTS Assay for Inhibitors of Akt Phophorylation: Primary Screen; Neuro2A IGF-stimulated pAkt S473 HTRF, 20 min; active compounds read low; activity change, % for hits at 50 µM; actives 0.32% (n = 360,000); in the data active means activity change below about -80%; inconclusive means mostly about -51% to -80%; further: on the % scale 0 is the no-effect control and ±100 the full control effect
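Single-point screen (50 µM final compound) in Neuro2A cells stimulated 20 min with 6 nM IGF at 37 deg C. After lysis, Ser473-phosphorylated Akt read by HTRF (ex 330 nm, em 615/665 nm) as the 665/615 ratio.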
TGFb inhibitor – qHTS for Inhibitors of TGF-b | HepG2 CAGA-GFP TGF-b/SMAD3 reporter, GFP fluorescence, 18 h; TGF-beta stimulated, 500 pg/mL final | Potency, µM (highest dose often 46.1 µM), for inactives: at the highest dose activity, negative = inhibition, actives largely listed as inhibitors | actives 1.2% (n = 410,000) | AID 588855, 2011; further: potency means the concentration at half of the fitted maximal effect; on the % scale 0 is the no-effect control and ±100 the full control effect; nearly all actives have a fitted effect of over 65% in size
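Read-out: total well GFP (ex488/em500-530) summed from mean per-cell fluorescence. Cells: HEPG2 CAGA-GFP, 1% FBS DMEM, 18 h at 37 degrees C with 500 pg/mL final TGF-beta. Unstimulated wells served as the full-inhibition control; stimulated DMSO wells = 0%.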
EPAC2 antagonist – qHTS for Antagonist of cAMP-regulated guanine nucleotide exchange factor 2 (EPAC2): primary screen; Rap guanine nucleotide exchange factor 4 (Homo sapiens), Q8WZA2; EPAC2 GEF exchange of Rap1B-BODIPY-GDP, fluorescence; Potency, µM (series often up to 114 µM), for inactives: top-dose activity, negative = inhibition, hits mostly inhibitors; actives 0.18% (n = 360,000); further: potency means the concentration at half of the fitted maximal effect; on the % scale 0 is the no-effect control and ±100 the full control effect; nearly all actives have a fitted effect of over 45% in size; many of its hits are not listed in these tables
Nrf2 inh – Nrf2 qHTS screen for inhibitors; Potency, µM (top dose mostly 46 µM), inactives show at the top dose activity change, negative = inhibition, usual class: inhibitors; A549 ARE-Fluc reporter, luciferase luminescence, 18-24 h; actives 2.1% (n = 360,000); further: potency means the concentration at half of the fitted maximal effect; on the % scale 0 is the no-effect control and ±100 the full control effect; nearly all actives have a fitted effect of over 60% in size
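Two sequential reads on A549 ARE_Fluc cells exposed to compound for 18-24 h: a CellTiter-Fluor fluorescence read for viability, then a luciferase luminescence read for Nrf2/ARE activity.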
Nrf2 activator – qHTS of Nrf2 Activators | AREc32 ARE-luciferase reporter (MCF7-derived line), luminescence, 24 h | Potency, µM (top dose mostly 46.1 µM), for inactives: top-dose activation, hits mostly activators | actives 0.31% (n = 410,000) | AID 624171, 2012; further: potency means the concentration at half of the fitted maximal effect; % of control where 0% means no effect; nearly all actives have a fitted effect of over 65% in size
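ARE activation measured as luciferase luminescence (Steady-Glo, 30 min RT) in AREc32_Fluc cells after 24 hr compound exposure at 37 deg C, 5% CO2; cells seeded overnight at 1000/well in OPTI-MEM, 5% FBS.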
CCT modulator – High-Throughput Screening for Modulators of Cytosolic Chaperonin Activity; activity change, % (test concentration not listed), hits read low; AID 651819, 2012; purified chaperonin ATPase assay, HTRF ADP detection, 30 min; actives 0.3% (n = 360,000); in the data active means activity change below about -30%; further: on the % scale 0 is the no-effect control and ±100 the full control effect
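First, chaperonin was dispensed at 40 nM or 20 nM final depending on batch activity. Next, compounds were pinned at 76 uM and ATP added at 10 uM. After 30 min at 37 °C, ADP detection reagents ran 30 min at ambient temperature.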
* marks the source's active call; other numbers are inactive results; i = inactive; u = inconclusive; x = no result given; [ ] = remark or other dose. Unless noted, the call rests on the fitted dose curve; in most records, active means well fitted curve in the direction sought with a large enough effect; inconclusive means small, poorly fitted or top-dose-only effect, or another doubt; inactive means no such curve, though single readings can be large; an effect the other way counts as inactive or inconclusive. The list is partial (hit frequency here may not be typical).

SMILES	A549 tox	EPAC2 agonist	Mm-Cpn inhibitor	Akt phos inh	TGFb inhibitor	EPAC2 antagonist	Nrf2 inh	Nrf2 activator	CCT modulator
CCCN1C(=O)C(O)(C/C(C)=N/O)c2ccccc21 (stereo not given)	0%	-20%[15.6 µM]	1%	x	17%	-10%	11%	-1.2%	-0.3
Cc1nc(-c2cccnc2)sc1C(=O)Nc1ccc(Cl)cc1	-5%	-1%	-2%	i	8%	-1%	u	2.0%	0.5
Cc1ccc(NC(=O)C(C)OC(=O)Cc2c[nH]c3ccccc23)cc1 (stereo not given)	-10%	-5%	-3%	i	-27%	-29%	-15%	3.7%	1.3
O=C(NCc1cc([N+](=O)[O-])ccc1O)c1cccnc1Sc1ccccc1Cl	u	11%	0%	i	1%	-20%	-11%	-0.7%	-0.5
NS(=O)(=O)c1ccc(CCNS(=O)(=O)c2cccs2)cc1	-7%	6%	2%	i	15%	6%	4%	0.4%	-0.9
COCCN(CC(=O)NCC1CCCO1)C(=O)CCC(=O)Nc1cc(C)on1 (stereo not given)	3%	6%	0%	i	5%	-1%	3%	-0.5%	-2.4
O=C(CN1CCN(C(=O)C2COc3ccccc3O2)CC1)Nc1ccccc1 (stereo not given)	8%	7%	-1%	i	2%	10%	-1%	0.5%	1.4
COCc1c(C(=O)N2CCc3ccccc32)oc2ccccc12	4%	20%	-4%	i	0%	u	u	5.1%	-0.1
CCc1ccccc1NC(=O)c1ccc2c(c1)nnn2C1CCCC1	2%	x	x	x	-43%	x	u	0.1%	x
COC(=O)C1=C(C(=O)OC)C(c2cc([N+](=O)[O-])ccc2O)c2sc(=O)[nH]c2S1 (stereo not given)	-13%	1%	-2%	i	0%	1%	2%	-0.1%	-1.7
CC(=O)N1CCc2c(sc(NC(=O)CSc3ccccc3)c2-c2nc3ccccc3s2)C1	u	x	x	x	-22%	x	u	-0.8%	x
CCOC(=O)C(=CNNc1cccc(Cl)c1)C(=O)OCC	2%	-4%	2%	i	u	-18%	u	4.5%	2.2
CN(C(=O)c1ccc(NC(=O)Cc2ccc(NC(=O)C3CCCN(C(=O)C4CCCCC4)C3)cc2)cc1)C1CC1 (stereo not given)	-1%	1%	-5%	i	0%	-19%	-24%	4.4%	-1.4
COc1cccc(-c2nn(C)c3sc(C(=O)N4CCN(c5ccccc5)CC4)cc23)c1	2%	4%	2%	i	3%	-5%	u	2.3%	-1.8
CNC(=O)Cc1nc2ccccc2n1CC(=O)Nc1cc(C)cc(C)c1	6%	-1%	0%	i	3%	-4%	-4%	-1.4%	0.6

Structures above that contain an NH in an aromatic ring, in the order listed:
SMILES	A549 tox	EPAC2 agonist	Mm-Cpn inhibitor	Akt phos inh	TGFb inhibitor	EPAC2 antagonist	Nrf2 inh	Nrf2 activator	CCT modulator
Cc1ccc(NC(=O)C(C)OC(=O)Cc2c[nH]c3ccccc23)cc1 (stereo not given)	-10%	-5%	-3%	i	-27%	-29%	-15%	3.7%	1.3
COC(=O)C1=C(C(=O)OC)C(c2cc([N+](=O)[O-])ccc2O)c2sc(=O)[nH]c2S1 (stereo not given)	-13%	1%	-2%	i	0%	1%	2%	-0.1%	-1.7

Further records:
SMILES	A549 tox	EPAC2 agonist	Mm-Cpn inhibitor	Akt phos inh	TGFb inhibitor	EPAC2 antagonist	Nrf2 inh	Nrf2 activator	CCT modulator
O=C(CN1C(=O)NC2(CCCC2)C1=O)OCc1ccc(Br)cc1	1%	2%	1%	i	3%	-10%	-23%	-0.2%	0.7
O=C(C1CC1)N1CCc2cc(Br)cc(S(=O)(=O)N3CCN(c4cccc(Cl)c4)CC3)c21	2%	x	x	x	-5%	x	-10%[9.27 µM]	0.3%	x
CCOC(=O)c1c(CN2CCN(CC#N)CC2)n(C)c2cc(Br)c(OC)cc12	3%	26%	-12%	i	0%	u	-4%	3.0%	-2.5
Cn1c(=O)c2c(nc3n2CC(O)CN3c2ccccc2)n(C)c1=O (stereo not given)	0%	12%	x	i	12%	-2%	3%	-0.2%	-1.5
COc1ccc(-c2nn(-c3ccccc3)cc2C(=O)Nc2ccc(C(=O)O)cc2)cc1OC	-1%	9%	1%	i	7%	1%	6%	4.9%	-3.2
COc1cc(NC(=O)C/C(C)=N/NC(=O)c2cccc(O)c2)c(OC)cc1Cl	0%	22%	1%	i	-15%	5%	-4%	10%	-2.8
CN(C)CCCN(C(=O)c1ccco1)c1nc2ccc(Cl)cc2s1	3%	-4%	0%	i	u	3%	-2%	0.0%	0.8
O=C(NCCN1CCCC1)c1ccc(Cn2c(=S)[nH]c3ccc(Br)cc3c2=O)cc1	1%	2%	-9%	i	14%	11%	-9%	4.3%	-1.5
CCC1CCc2c(sc(NC(=O)c3cnccn3)c2C(N)=O)C1 (stereo not given)	-2%	-6%	0%	i	-11%	-3%	12%	0.6%	0.2
CN(CC(=O)Nc1cccc(F)c1)C(=O)c1ccc(-n2cncn2)c([N+](=O)[O-])c1	0%	-3%	1%	i	-7%	4%	14%	2.2%	1.0
Cc1ccnc(NC(c2ccccc2)c2ccc3cccnc3c2O)c1 (stereo not given)	-2%	2%	x	i	u	-8%	u	1.4%	2.1
Cc1oc(-c2ccccc2Cl)nc1CN1CCCN(C(=O)c2ccco2)CC1	0%	9%	3%	i	-28%	7%	4%	5.8%	1.6
COc1ccc(/C=N/n2cncn2)cc1Cn1nc(C)c([N+](=O)[O-])c1C	-1%	8%	1%	i	0%	-4%	-28%	-0.1%	-16
Cc1[nH]c2ccccc2c1N=Nc1ccccc1C(=O)O	-18%	-2%	-1%	i	20%	-7%	15%	u	-1.3
CC1CCCCC1NC(=O)CNC(=O)c1ccco1 (stereo not given)	4%	2%	-2%	i	0%	-1%	8%	0.5%	-0.1
COc1ccc(/C=C/C(=O)Nc2c(C(=O)O)[nH]c3ccccc23)cc1OC	3%	0%	-4%	i	-1%	12%	-6%	0.5%	-0.9
CCCCC(CCC(=O)O)(C(=O)OCC)c1csc(Nc2ccccc2)n1 (stereo not given)	0%	0%	-2%	i	0%	1%	-15%	3.2%	0.0
Cc1noc(C)c1S(=O)(=O)N1CCCCC1	3%	10%	1%	i	6%	7%	u	-0.6%	3.9
COc1ccc(C(CNC(=O)c2ccc(S(=O)(=O)Nc3ccccc3OC)cc2)N2CCCC2)cc1 (stereo not given)	-4%	3%	x	i	-14%	-2%	4%	5.0%	-1.5
O=C(CCC(=O)N1CCSc2ccccc21)NCc1ccc(Cl)cc1	1%	2%	0%	i	-14%	-21%	5%	-0.1%	0.0
CC(C)(O)c1cc2ccc(C#Cc3ccsc3)cc2c(=O)o1	1%	11%	-23%	i	-7%	-12%	14%	5µM*	-2.4
CCOC(=O)c1c(C)[nH]c(C)c1S(=O)(=O)NCc1ccc(OCC)cc1	0%	6%	0%	i	1%	-15%	5%	0.0%	-1.5
CCN(CC)S(=O)(=O)c1cccc(NC(=O)CSc2nnc(N)s2)c1	0%	-1%	-3%	i	-3%	-7%	u	-0.1%	-0.2
Cc1ccc(SCc2[nH]nc3c2C2(CCSCC2)C(C#N)=C(N)O3)cc1	-4%	27%	-1%	i	-7%	-12%	-20%	3.6%	-1.7
Cc1cc(C)c(OCC(=O)OCC(=O)NCc2ccco2)c(C)c1	x	19%	x	i	-2%	6%	x	-1.0%	1.8
O=C(c1ccccc1)N1CCCC(C(=O)N2CCCCCC2)C1 (stereo not given)	8%	11%	2%	i	-11%	18%[57.1 µM]	u	-0.7%	-5.8
Cc1csc(SCC(=O)Nc2ccc(CC#N)cc2)n1	x	8%	x	i	0%	4%	x	-0.7%	0.2
O=C(CC(CC(=O)c1ccccc1)c1ccccc1)c1ccccc1	1%	16%	0%	i	-7%	1%	1%	0.2%	0.1
CN1C[C@@H]2[C@@H]3C(=O)N(Cc4ccccc4)C(=O)[C@@H]3[C@](Cc3ccccc3)(C1=O)N2C(=O)c1ccc(Br)cc1	-10%	5%	x	i	-17%	0%	2%	0.0%	-2.9

Compound profiles (already shown). Order of values: A549 tox | EPAC2 agonist | Mm-Cpn inhibitor | Akt phos inh | TGFb inhibitor | EPAC2 antagonist | Nrf2 inh | Nrf2 activator | CCT modulator
O=C(CC(CC(=O)c1ccccc1)c1ccccc1)c1ccccc1 in the list: 1% | 16% | 0% | i | -7% | 1% | 1% | 0.2% | 0.1
O=C(CCC(=O)N1CCSc2ccccc21)NCc1ccc(Cl)cc1 in the list: 1% | 2% | 0% | i | -14% | -21% | 5% | -0.1% | 0.0
O=C(c1ccccc1)N1CCCC(C(=O)N2CCCCCC2)C1 (stereo not given) in the list: 8% | 11% | 2% | i | -11% | 18%[57.1 µM] | u | -0.7% | -5.8
CCN(CC)S(=O)(=O)c1cccc(NC(=O)CSc2nnc(N)s2)c1 in the list: 0% | -1% | -3% | i | -3% | -7% | u | -0.1% | -0.2
COc1ccc(C(CNC(=O)c2ccc(S(=O)(=O)Nc3ccccc3OC)cc2)N2CCCC2)cc1 (stereo not given) in the list: -4% | 3% | x | i | -14% | -2% | 4% | 5.0% | -1.5
